MrgX1 antag = antagonists of human MrgX1 receptor; Q96LB2; MRGX1-HEK293 calcium flux, Fluo-4, BAM8-22 antagonism; stronger effect = lower value; B-score at 10 µM; 310,000 tested, 1.3% active;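 active = calcium-response B-score plate-corrected more than 3 library SD below zero, starting fluorescence within 5 deviations, no agonist response on first addition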;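 note: peak minus trough fluorescence over baseline after final BAM8-22 challenge near maximal dose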
TRPC4 act = TRPC4 (mouse) channel activation; 310,000 tested, 0.49% active; HEK293 TRPC4beta/mu-opioid, Fluo4 calcium fluorescence; stronger effect = higher value; Q9QUQ5; AID 2237; B-score at 10 µM;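 active = B-score above 5 SD of library B-scores, and initial fluorescence ratio not above library mean plus 5 SD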;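 note: positive B-score marks a calcium rise read as TRPC4 activation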
Target sequence (Q9QUQ5 whole entry, looked up): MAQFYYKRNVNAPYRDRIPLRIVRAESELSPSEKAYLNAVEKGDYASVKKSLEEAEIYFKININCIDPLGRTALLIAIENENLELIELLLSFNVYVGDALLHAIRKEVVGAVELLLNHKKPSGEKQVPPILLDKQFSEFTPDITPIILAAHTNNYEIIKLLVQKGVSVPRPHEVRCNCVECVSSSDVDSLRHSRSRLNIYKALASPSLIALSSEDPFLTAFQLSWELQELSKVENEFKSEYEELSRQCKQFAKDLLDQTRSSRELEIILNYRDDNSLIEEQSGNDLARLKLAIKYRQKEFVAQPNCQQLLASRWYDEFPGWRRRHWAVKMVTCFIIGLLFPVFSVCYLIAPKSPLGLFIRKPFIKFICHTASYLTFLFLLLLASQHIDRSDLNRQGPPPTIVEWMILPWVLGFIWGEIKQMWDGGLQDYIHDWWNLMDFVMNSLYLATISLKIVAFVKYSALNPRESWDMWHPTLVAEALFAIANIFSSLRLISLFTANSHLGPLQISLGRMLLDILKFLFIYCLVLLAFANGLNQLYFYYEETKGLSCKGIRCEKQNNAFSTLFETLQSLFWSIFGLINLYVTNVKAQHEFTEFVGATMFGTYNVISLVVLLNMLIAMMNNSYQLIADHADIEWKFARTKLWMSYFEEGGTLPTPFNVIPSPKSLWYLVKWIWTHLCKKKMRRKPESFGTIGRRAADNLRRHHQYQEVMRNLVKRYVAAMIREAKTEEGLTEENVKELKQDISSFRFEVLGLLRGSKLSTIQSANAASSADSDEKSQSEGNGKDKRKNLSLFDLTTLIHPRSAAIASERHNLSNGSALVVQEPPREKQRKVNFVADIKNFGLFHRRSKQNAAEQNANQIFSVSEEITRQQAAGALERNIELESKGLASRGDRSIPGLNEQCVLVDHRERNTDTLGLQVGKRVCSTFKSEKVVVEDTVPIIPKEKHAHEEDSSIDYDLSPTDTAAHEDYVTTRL
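Technique: kinetic Fluo4 calcium fluorescence; Test system: TRPC4beta and mu-opioid receptor HEK293 stable cells; Measure: B-scored integrated calcium fluorescence ratio; Benchmarks: low control buffer alone, high control maximal DAMGO; Schedule: 45 min room-temperature Fluo4 loading, 110 s read.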
TRPC4 block = inhibitors of mouse TRPC4 channel; HEK293 TRPC4beta/mu-opioid, DAMGO-evoked Fluo4 calcium flux; stronger effect = lower value; 300,000 tested, 0.39% active; B-score at 10 µM; AID 2247;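 active = B-score over 3 SD under the library average, no early fluorescence shift, positive overall ratio signal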
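Material: HEK293 cells with stable TRPC4beta plus mu-opioid receptor expression / Probe or stimulus: DAMGO in two steps, submaximal then maximal / Compound: single concentration per test compound / Technique: kinetic Fluo4 fluorescence imaging of calcium influx / Read-out: per-well B score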
TRPC6 inhibitor = inhibitors of mouse TRPC6 channel. Q61143. HEK293-TRPC6, membrane potential dye, ACh-evoked depolarization; stronger effect = lower value. B-score at 10 µM. 310,000 tested, 1.1% active. AID 2553;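 active = B-score under library mean minus 3 SD, initial fluorescence not abnormally high, positive integrated signal ratio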;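 note: B-score derived from integrated fluorescence ratio over the kinetic read; more negative B-score means stronger inhibition of depolarization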
KLF5 inh = inhibitors of KLF5 expression | DLD-1 KLF5 promoter-luciferase reporter, luminescence | inhibition, % at 5 µM | 290,000 tested, 0.23% active | AID 1700;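 active = inhibition above a per-plate limit of that plate's mean compound inhibition plus 3 SD, cut at about 60% in these data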;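 note: 0% = DMSO wells and 100% = LY294002 at 200 µM; higher means less KLF5 promoter-driven luciferase light; inactives centre near -14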
SKKanGAS inh = SKKanGAS growth inhibition. S. pyogenes SKKanGAS, kanamycin growth, BacTiter-Glo, 6 h. inhibition, % at 7.5 µM. 300,000 tested, 1.3% active. AID 1662;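 active = mean replicate score, as percent of positive control median, at least 50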;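 note: strain carries kanamycin resistance gene driven by streptokinase promoter and grows in 40 µg/ml kanamycin; loss of luminescence reflects streptokinase promoter inhibition or plain growth inhibition; 0% = median of DMSO wells and 100% = positive control at its reference dose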
TRPC4 PAM = allosterically enhances the mouse TRPC4 cation channel | HEK293 TRPC4beta/mu-opioid, DAMGO EC20, Fluo-4 Ca2+ flux; stronger effect = higher value | 310,000 tested, 0.42% active | B-score at 10 µM | Q9QUQ5 | AID 2227;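 active = B-score of calcium response area above 5 SD of library B-scores, with initial fluorescence ratio within 5 SD of library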;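 note: B-score of integrated fluorescence ratio over time as area under calcium response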
IEC-6 tox = kills IEC-6 intestinal cells in KLF5 counter-screen; inhibition, % at 5 µM; AID 1825; IEC-6 cytotoxicity, luminescence viability; 290,000 tested, 0.78% active; in the data active = inhibition above about 22%;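 note: 0% = plate median of test compound wells and 100% = cytotoxic reference compound wells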
aSyn UTR inh = MLPCN primary screen, SNCA 5' untranslated region; alpha-synuclein 5'UTR reporter, inhibitor activity; inhibition, % (tested at 7.5 µM); 300,000 tested, 0.82% active; in the data active = inhibition above about 60%;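 note: H4 neuroglioblastoma cells stably carrying SNCA 5'UTR luciferase fusion; 0% = DMSO wells and 100% = positive control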
TRPC6 activator = activators of mouse TRPC6 channel | AID 2550 | HEK293-TRPC6 membrane potential dye fluorescence; stronger effect = higher value | B-score at 10 µM | 310,000 tested, 0.13% active;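 active = B-score of the integrated fluorescence ratio above library mean plus 3 SD, and starting fluorescence ratio within library mean plus 5 SD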;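 note: higher score means more depolarization so channel activation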
HIF activator = HIF pathway transcriptional activation; 300,000 tested, 0.32% active; AID 1910; activation, % at 7.5 µM (by protocol); U2OS HRE-luciferase reporter, luminescence; normalized: DMSO 0%, desferrioxamine 100%;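 active = mean activation of at least 10% of the iron chelator positive control signal, with at least half of replicates also reaching 10%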
Active calls of the source: *; i = inactive; . = not tested or not shown. Hits appear at their usual frequency; overall some 5.8% were active at least once.

compound | TRPC4 act | aSyn UTR inh | KLF5 inh | SKKanGAS inh | TRPC6 activator | IEC-6 tox | TRPC4 block | MrgX1 antag | TRPC6 inhibitor | HIF activator | TRPC4 PAM
COc1ccc(OC)c(NC(=O)C2CC(=O)n3ncnc3N2)c1 (stereo not drawn) | i | -3 | -7 | 3 | i | 2 | i | i | i | -0.3 | i
CCOC(=O)C1(CCc2ccccc2)CCN(C(=O)c2cc(C)nc(C)n2)CC1 | i | -26 | -29 | -10 | i | -2 | i | i | i | 0.4 | i
CCN1C(=O)N(CN2CCOCC2)C2C1N(CN1CCOCC1)C(=O)N2CC (stereo not drawn) | i | 16 | . | 3 | i | . | i | i | i | 0.5 | i
O=S(=O)(c1cccc(-c2cn3cccnc3n2)c1)N1CCCCCC1 | i | 18 | -16 | 0 | i | 2 | i | i | i | 0.0 | i
CCCCCCCCCCCCOC(=O)C[N+](C)(C)C | i | 15 | -9 | 113* | i | -4 | -6* | i | -6.9* | 0.4 | i
CCOC(=O)c1ccc(NC(=O)c2cn(CCC#N)nc2-c2ccc3c(c2)OCCO3)cc1 | i | 35 | -5 | -1 | i | 2 | i | i | i | -0.8 | i
CC(C)CN1C(=O)c2ccc(C(=O)Nc3nccs3)cc2C1=O | i | -8 | -45 | -1 | i | 4 | i | i | i | 1.0 | i
CCN(CC)CCn1c(O)c(N=O)c2ccccc21 | i | 6 | -44 | -4 | i | -5 | i | i | i | 0.0 | i
CC(C)Cn1c(N)c(C(=O)COC(=O)c2c(F)cccc2F)c(=O)n(C)c1=O | i | 11 | -8 | 5 | i | -2 | i | i | i | 0.5 | i
CCCn1c(=N)c(S(=O)(=O)c2ccc(F)cc2)cc2c(=O)n3cccc(C)c3nc21 | i | 12 | -3 | 5 | i | 0 | i | i | i | -0.1 | i
CCOc1ccccc1NC(=O)c1sc2nc(C)nc(N3CCOCC3)c2c1C | i | -21 | -16 | 9 | i | -3 | i | i | i | -0.1 | i
COc1ccc([C@H]2Oc3cc(O)cc(O)c3C(=O)C2[C@@H]2C(=O)c3c(O)cc(O)cc3O[C@@H]2c2ccc(OC)cc2)cc1 (stereo partly drawn) | i | 16 | . | 100* | i | . | i | i | i | 0.1 | i
Cc1ccccc1N(CC(=O)NC1CCCC1)C(=O)c1oc(C(C)(C)C)cc1C | i | 18 | -32 | 2 | i | 0 | i | i | i | 0.2 | i
O=C(COc1ccccc1)N1CCc2ccccc2C1 | i | -35 | -3 | 2 | i | -1 | i | i | i | 0.5 | i
Cc1ccc(OC(=O)Cn2c(C(F)(F)F)nc3ccccc32)cc1 | i | . | -21 | -2 | i | 3 | i | i | i | . | i
Cc1ccc(Cn2c(C3CCCN3c3nc(-c4ccc(F)cc4)cs3)nc3cc(Cl)c(Cl)cc32)cc1 (stereo not drawn) | i | -44 | . | 11 | i | . | i | i | i | -0.5 | i
CSc1ccccc1NC(=O)C1CCCO1 (stereo not drawn) | i | 6 | . | 2 | i | . | i | i | i | 0.2 | i
CC1CSc2nnc(CCc3ccccc3)n21 (stereo not drawn) | i | 9 | -45 | -5 | i | -4 | i | i | i | -0.4 | i
COCC(=O)N(Cc1cc2ccc(C)cc2[nH]c1=O)c1ccc(OC)cc1 | i | 3 | -9 | -5 | i | 1 | i | i | i | -0.3 | i
Cc1ccc(S(=O)(=O)N2CCC(=O)N(CCOCc3cccc(Cl)c3)CC2)cc1 | i | 1 | -6 | -2 | i | -6 | i | i | i | 2.0 | i
O=C(Nc1ccc2ccccc2n1)c1ccccc1Cl | i | -71 | -153 | 3 | i | 1 | i | i | i | -4.0 | i
O=C(CN(C(=O)c1csnn1)c1cccc2c1CCCC2)NC1CCCC1 | i | 37 | -21 | 2 | i | -4 | i | i | i | -0.2 | i
CCC(=O)Nc1cccc(C2=NOC3(C2)C[C@H](C(N)=O)N(C(=O)CC#N)C3)c1 (stereo partly drawn) | i | 7 | . | 1 | i | . | . | i | i | 0.2 | i
CCCCSc1nc2[nH]ncc2c(=O)[nH]1 | i | 15 | -26 | 3 | i | 10 | i | i | i | -0.1 | i
O=C(NC1CCOc2ccccc21)c1ccc(=O)[nH]c1 (stereo not drawn) | i | 12 | -26 | 2 | i | 0 | i | i | i | -1.8 | i

More compounds:
compound | TRPC4 act | aSyn UTR inh | KLF5 inh | SKKanGAS inh | TRPC6 activator | IEC-6 tox | TRPC4 block | MrgX1 antag | TRPC6 inhibitor | HIF activator | TRPC4 PAM
COc1ccc(S(=O)(=O)N(CC(=O)NC2CC2)c2ccc(C)cc2)cc1OC | i | 7 | -12 | -8 | i | -1 | i | i | i | -2.2 | i
O=C(Nc1cccc(NS(=O)(=O)c2ccc(S(=O)(=O)NC3CC3)cc2)c1)c1ccccn1 | i | 0 | 0 | 14 | i | -4 | i | i | i | -0.1 | i
COc1ccc([N+](=O)[O-])cc1N(CC(O)CN(CC(C)C)CC(C)C)S(=O)(=O)c1ccc(C)cc1 (stereo not drawn) | i | 8 | -7 | 6 | i | 7 | i | i | i | -0.3 | i
COc1ccc(C(=O)NNC(=O)CSc2nnc(-c3ccc(O)cc3)n2C)cc1 | i | -3 | -5 | 0 | i | 0 | i | i | i | -0.4 | i
CCCCn1c(N)c(N(CCOC)C(=O)CSCc2ccccc2C)c(=O)[nH]c1=O | i | -20 | . | 40 | i | . | i | i | i | -0.1 | i
CN1CCN(C(=S)Nc2ccccc2Cl)CC1 | i | -8 | -4 | 3 | i | 1 | i | i | i | 0.1 | i
Cc1cccc(Cn2cc(SCC(=O)Nc3nccs3)c3ccccc32)c1 | i | -156 | -19 | -1 | i | -6 | i | i | i | 0.5 | i
O=C(NCCc1ccc2c(c1)OCCO2)c1ccc([N+](=O)[O-])cc1Cl | i | -17 | 4 | -11 | i | 10 | i | i | i | 0.3 | i
CCN(CC)c1cc(C)c2cc(NC(=O)CNC(C)=O)ccc2n1 | i | -13 | 6 | -3 | i | 0 | i | i | -5.7* | 1.1 | i
CC(=O)Nc1ccc(OCC(=O)N2CCC(Cc3ccccc3)CC2)cc1 | i | 2 | -20 | -9 | i | 3 | i | i | i | -0.7 | i
O=C(O)c1cc(NC(=O)c2ccc(Br)cc2)cc(NC(=O)c2ccc(Br)cc2)c1 | i | -4 | -23 | 12 | i | -1 | i | i | i | 0.6 | i
CCCCN(C(=O)NC(=O)Nc1ccccc1C)S(C)(=O)=O | i | -34 | -11 | 5 | i | 0 | i | i | i | 0.2 | i
CCN1C(=O)N(S(=O)(=O)C(F)(F)F)[C@@H](c2ccccc2)C(C(=O)OC)=C1C | i | -20 | . | 3 | i | . | i | i | i | 0.0 | i
O=C(CSc1nc2ccccc2s1)N/N=C/c1cc([N+](=O)[O-])ccc1O | i | -12 | 16 | 91* | i | 11 | i | i | i | 1.8 | i
COCCn1c(SCC(=O)N(C(C)C)C(C)C)nnc1-c1cc2ccccc2cc1O | i | 4 | -21 | 2 | i | 0 | i | i | -5.1* | -0.5 | i
CCOC(=O)N1CCC(NC(=O)c2cc3c(-c4cccc(OC)c4)nn(C)c3s2)CC1 | i | 4 | -29 | 22 | i | -3 | i | i | i | -1.2 | i
C=CCn1c(=O)n2ncnc2c2c3c(sc21)CCCC3 | i | 18 | -23 | -6 | i | 2 | i | i | i | 0.2 | i
COC(=O)C1C(c2ccc(Br)cc2)Nc2nnc(C(F)(F)F)n2C1(C)O (stereo not drawn) | i | -7 | -11 | -3 | i | -4 | i | i | i | -0.3 | i
O=C(O)COc1ccc(/C=C/c2nc3ccc([N+](=O)[O-])cc3s2)cc1 | i | 3 | -34 | 20 | i | -2 | i | -4.8* | -8.5* | -0.1 | i
CN(C)CC(=O)N1c2ccccc2Sc2ccc(Cl)cc21 | i | 21 | -32 | -6 | i | 0 | i | i | i | 0.1 | i
O=C(CNC(=O)c1ccc(S(=O)(=O)N2CCCC2)cc1)N/N=C/c1ccccc1 | i | 2 | -19 | 3 | i | -1 | i | i | i | -0.1 | i
Cc1ccc(OCC(=O)Nc2nnc(S(=O)(=O)N3CCCCCC3)s2)cc1 | i | -8 | -26 | 10 | i | 0 | i | i | i | -0.1 | i
O=C(c1ccc(N2CCCC2)c([N+](=O)[O-])c1)N1CCN(S(=O)(=O)c2ccc(Cl)cc2)CC1 | i | 4 | . | -4 | i | . | i | i | i | 0.0 | i
CCOc1ccccc1N(CC(=O)Nc1ccccc1C(=O)N1CCOCC1)S(C)(=O)=O | i | -1 | -27 | -2 | i | -3 | i | i | i | 0.0 | i
O=C(Nc1nnc(CCS(=O)(=O)c2ccc3ccccc3c2)s1)c1cccs1 | i | -8 | 10 | -3 | i | 6 | i | i | i | 0.5 | i

The listing continues:
compound | TRPC4 act | aSyn UTR inh | KLF5 inh | SKKanGAS inh | TRPC6 activator | IEC-6 tox | TRPC4 block | MrgX1 antag | TRPC6 inhibitor | HIF activator | TRPC4 PAM
CCOP(=O)(O)c1ccccc1OCCCCCOc1ccccc1P(=O)(O)OCC | i | 2 | -14 | -3 | i | -5 | i | i | i | -0.1 | i
O=S(=O)(NC1CC1)c1ccc(S(=O)(=O)N2CCCc3ccccc32)cc1 | i | -3 | -23 | -4 | i | -1 | i | i | i | -0.1 | i
Cc1cccc(C)c1NC(=O)Nc1ccccc1-n1ccnc1 | i | 27 | -7 | -1 | i | 0 | i | i | i | -0.7 | i
NC(=O)c1ccc(=O)n(Cc2ccc(F)c(F)c2)c1 | i | -3 | -12 | -4 | i | -1 | i | i | i | -1.1 | i
O=C(Nc1ccccc1-c1nnn(CC(=O)N2CCCc3ccccc32)n1)c1cccc(Cl)c1 | i | -26 | -8 | 0 | i | 6 | i | i | i | -0.6 | i
CCOC(=O)c1ccc(N(C(=O)c2ccco2)C(C(=O)NC2CCCC2)c2ccncc2)cc1 (stereo not drawn) | i | -25 | -29 | 4 | i | -1 | i | i | i | 0.5 | i
O=C(COC(=O)c1ccc2c(c1)OCCO2)Nc1cccc(S(=O)(=O)N2CCOCC2)c1 | i | 5 | -3 | -4 | i | -8 | i | i | i | -0.2 | i
COc1cc([N+](=O)[O-])c(OC)cc1SCc1n[nH]c(=S)n1-c1ccc(C)cc1 | i | -26 | 6 | -6 | i | -4 | i | i | i | -0.1 | i
Cc1ccc2nc3c(cc(C(=O)NCc4ccco4)c(=N)n3C3CCCC3)c(=O)n2c1 | i | -16 | 3 | 8 | i | -11 | i | i | i | -0.1 | i
